# Mito fusion yeast = inhibitors of mitochondrial division or activators of mitochondrial fusion; S. cerevisiae fusion-defective mutant growth rescue, CellTiterGlo 48 h; actives 0.23% (n = 320,000); AID 485298; Potency, µM (top dose mostly 46.1 µM), without a hit: at the highest dose growth rescue (activation), most hits filed as activators;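 also: potency is read from the fitted curve at half-maximal effect; % of control where 0% means no effect; nearly all actives have a fitted effect of over 45% in size; temperature-sensitive fusion mutants such as fzo1-1 at 37 °C on non-fermentable ethanol glycerol medium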
#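 Luminescent cell viability in 1536-well qHTS format served as the measure of rescued growth in ts fusion-mutant S. cerevisiae cultured on non-fermentable YPEG for 48 hours at 37C.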
# Menin MLL FP TR = inhibitors of human menin-MLL interaction, mutant MLL peptide. O00255. Menin + Texas Red MLL mutant peptide, fluorescence polarization. Potency, µM (series often up to 61.6 µM), for inactives: top-dose FP activity change, negative = inhibition, hits mostly inhibitors. actives 0.23% (n = 270,000). AID 1768; active = well fitted inhibition curve with a large enough effect in the polarisation, with a control signal flat, not every such curve was filed as active; inconclusive = small, poorly fitted or top-dose-only effect, or effect the other way, or a change in a side signal; inactive = no such curve, though single readings can be large or run the other way; the % refers to the polarisation; also: potency is read from the fitted curve at half-maximal effect; % of control where 0% means no effect; many of its hits are not listed in these tables
# Chronic BCR inh = blocks chronic active B-cell receptor signaling | ABC-DLBCL IkBa-CBG/CBR reporter, luminescence ratio, 4 h | Potency, µM (top dose mostly 46.1 µM), inactives show at the highest dose ratio change, negative = lower green/red ratio, hits mostly inhibitors | actives 0.05% (n = 340,000); active = well fitted inhibition curve with a large enough effect in the signal ratio, with a control signal flat, not every such curve was filed as active; inconclusive = small, poorly fitted or top-dose-only effect, or effect the other way, or a change in a side signal; the % refers to the signal ratio;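 also: potency is read from the fitted curve at half-maximal effect; plate controls were basal doxycycline-induced cells for no effect and cells given 10 µM MG132 for full effect; MG132 reads +100%, hits lower the ratio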
#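 TMD8 human ABC-DLBCL cells with doxycycline-inducible IκBα–green luciferase fusion and unfused red luciferase, in 0.5% FBS medium; compounds up to 46 uM, 4 h at 37C. Green/red luminescence ratio, filter-overlap corrected, fitted to concentration-response curves.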
# ASM inhibitor = blocks human secretory acid sphingomyelinase | AID 504937 | actives 0.006% (n = 340,000) | placental ASM, HMU-PC fluorogenic substrate, 60 min | Potency, µM (top dose mostly 57.5 µM), for the others: at the top dose activity change, negative = inhibition, most hits filed as inhibitors; also: potency is read from the fitted curve at half-maximal effect
#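 Human placenta-derived ASM preincubated with compound 10 min at room temperature, then reacted with 9 uM (final) fluorogenic HMU-PC substrate for 60 min at 37 C. Stop solution raises pH to 10; fluorescence read at Ex 386/Em 447 nm.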
# MBNL1 CUG block = inhibitors of human MBNL1 binding to CUG repeat RNA | Q9NR56 | actives 0.036% (n = 280,000) | AID 2675 | Potency, µM (top dose mostly 57.5 µM), for inactives: at the highest dose activity change, negative = inhibition, hits mostly inhibitors | TR-FRET MBNL1-His/biotin-(CUG)12 binding, 665/545 ratio; active = well fitted inhibition curve with a large enough effect in the signal ratio, with a control signal flat, not every such curve was filed as active; inconclusive = small, poorly fitted or top-dose-only effect, or effect the other way, or a change in a side signal; inactive = no such curve, though single readings can be large or run the other way; the % refers to the signal ratio; also: potency is read from the fitted curve at half-maximal effect; % is scaled to controls: 0 for no effect and ±100 for the full control effect
# Target sequence (Q9NR56 whole entry, looked up): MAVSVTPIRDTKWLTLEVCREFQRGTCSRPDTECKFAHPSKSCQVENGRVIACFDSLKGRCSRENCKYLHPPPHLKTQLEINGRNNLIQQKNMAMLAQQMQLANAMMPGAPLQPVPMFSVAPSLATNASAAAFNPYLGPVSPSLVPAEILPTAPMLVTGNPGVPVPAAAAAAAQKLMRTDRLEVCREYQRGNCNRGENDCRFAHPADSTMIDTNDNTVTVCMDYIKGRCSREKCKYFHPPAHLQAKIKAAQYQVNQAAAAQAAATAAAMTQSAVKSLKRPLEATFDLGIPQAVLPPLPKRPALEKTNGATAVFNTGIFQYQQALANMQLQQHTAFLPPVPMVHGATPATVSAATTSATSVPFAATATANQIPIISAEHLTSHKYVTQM
#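 TR-FRET readout: Ex 340 nm, 665/545 nm emission ratio, normalized to buffer-only (basal) and MBNL1-(CUG)12 controls. Complex of MBNL1-His with Biotin-(CUG)12, compounds 92 nM–58 uM, incubated 60 min at room temperature.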
# TSHR antagonist = blocks TSH signaling through the human TSH receptor. P16473. TSHR-expressing cells, TSH-stimulated cAMP HTRF, 2 h; active compounds read low. activity change, negative = inhibition, % at 11.5 µM. actives 0.2% (n = 330,000);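 active = activity change below a set negative limit, meaning inhibition stronger than a set level, cut at about -70% in these data; inconclusive = activity change between two set negative limits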; also: % is scaled to controls: 0 for no effect and ±100 for the full control effect
#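 Read-out is FRET at 665 nm (cryptate excitation 337 nm) from a cryptate-tagged anti-cAMP antibody, competed by cell cAMP against cAMP-d2. Compounds are tested on freshly harvested TSHR cells challenged with 4nM TSH (EC80) for 2 hours at 37 deg C.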
# USP2a inh = inhibitors of human ubiquitin-specific protease USP2a. Potency, µM (titrated, usually from 38.3 µM), for inactives: at the top dose activity change, negative = inhibition, hits mostly inhibitors. USP2 core, Ub-CHOP2 coupled fluorogenic reporter, 485/531. actives 0.01% (n = 330,000);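 also: potency is read from the fitted curve at half-maximal effect; plate controls were DMSO wells for no effect and full inhibition by NEM control for full effect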
#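 Deubiquitinase activity read as fluorescence (485/531 nm) after Ub-CHOP2 cleavage activates the enterokinase reporter on its substrate; USP2 core 10nM, Ub-CHOP2 and substrate 25nM each, 30min compound preincubation then 60min RT; data normalized to NEM, curves fitted.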
# PKM2 activator = increases activity of human pyruvate kinase M2. P14618. purified PKM2, Kinase-Glo ATP luminescence, activation; response scale: 0% is enzyme alone, no compound. Potency, µM (titrated, usually from 57.5 µM), without a hit: top-dose activation, most hits filed as activators. actives 0.34% (n = 260,000); also: potency is read from the fitted curve at half-maximal effect; % is scaled to controls: 0 for no effect and ±100 for the full control effect; nearly all actives have a fitted effect of over 55% in size
#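 ATP formation by purified human PK-M2, quantified via coupled luciferase luminescence after 1 h at room temperature with 0.1 mM ADP and 0.5 mM PEP final.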
# GALK inh = inhibitors of human galactokinase. P51570. Purified GALK, Kinase-Glo residual ATP luminescence. Potency, µM (series often up to 57.5 µM), inactives show top-dose activity change, negative = inhibition, usual class: inhibitors. actives 0.007% (n = 270,000); also: potency is read from the fitted curve at half-maximal effect; % is scaled to controls: 0 for no effect and ±100 for the full control effect
#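 Galactose (100 uM) and ATP (35 uM) were turned over by 5 nM GALK for 1 h at RT. Kinase-Glo Plus then converted the remaining ATP into a luminescent signal.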
# Eya2 phos inh = blocks the phosphatase activity of human Eya2. O00167. recombinant Eya2, OMFP fluorescence dephosphorylation (OMFP is methylfluorescein phosphate). Potency, µM (titrated, usually from 76.9 µM), without a hit: at the highest dose activity, negative = inhibition, hits mostly inhibitors. actives 0.006% (n = 330,000); also: potency is read from the fitted curve at half-maximal effect; % is scaled to controls: 0 for no effect and ±100 for the full control effect
# Target sequence (O00167 whole entry, looked up): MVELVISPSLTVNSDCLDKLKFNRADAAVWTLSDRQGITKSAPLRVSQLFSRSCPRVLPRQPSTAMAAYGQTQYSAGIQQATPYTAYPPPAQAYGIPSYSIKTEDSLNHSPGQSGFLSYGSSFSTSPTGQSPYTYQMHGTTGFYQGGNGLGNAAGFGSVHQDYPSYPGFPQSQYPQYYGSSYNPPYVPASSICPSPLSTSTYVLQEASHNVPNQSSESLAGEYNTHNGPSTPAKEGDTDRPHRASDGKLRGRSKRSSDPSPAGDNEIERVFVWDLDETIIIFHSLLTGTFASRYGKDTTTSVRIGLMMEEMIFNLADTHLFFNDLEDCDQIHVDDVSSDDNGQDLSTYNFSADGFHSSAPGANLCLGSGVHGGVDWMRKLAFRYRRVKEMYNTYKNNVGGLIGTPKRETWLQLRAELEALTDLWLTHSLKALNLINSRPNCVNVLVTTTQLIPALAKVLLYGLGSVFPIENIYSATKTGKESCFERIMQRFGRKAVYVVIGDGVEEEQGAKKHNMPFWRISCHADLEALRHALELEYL
#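 Eya2 protein (added as 0.2 uM solution) was preincubated with compound for 10 min at ambient temperature in 50 mM HEPES pH 7.5, 50 mM NaCl, 5 uM MgCl2, 0.05% BSA, 1 mM DTT. OMFP (added at 50 uM) then reacted 10 min; fluorescence read at 485/525 nm.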
# hERG WT inh = KCNH2 (human, wildtype) channel inhibition; actives 0.37% (n = 340,000); activity change, % at 1.84 µM; U2OS, BacMam KCNH2, thallium flux FluxOr; active compounds read low; AID 720551; Q12809;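 active = maximum activity change below -70%; inconclusive = maximum activity change between -70% and -50%; inactive = maximum activity change above -50%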; also: % is scaled to controls: 0 for no effect and ±100 for the full control effect
#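 U2OS cells were transduced with wild-type KCNH2 virus (2.03 x 10^8 / mL) for 4 h at room temperature, then cultured overnight at 37 C. Thallium flux was read with FluxOr dye. Rate constants were normalized to DMSO controls.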
# An asterisk follows results filed as active; ? = inconclusive; nt = no result given; & = joins results of further samples; [ ] = remark or other dose. Unless noted, calls follow the shape of the dose curve; as a rule, active = well fitted curve in the direction sought with a large enough effect; inconclusive = small, poorly fitted or top-dose-only effect, or another doubt; inactive = no such curve, though single readings can be large; an effect the other way counts as inactive or inconclusive.
SMILES,Mito fusion yeast,Menin MLL FP TR,Chronic BCR inh,ASM inhibitor,MBNL1 CUG block,TSHR antagonist,USP2a inh,PKM2 activator,GALK inh,Eya2 phos inh,hERG WT inh
CC#CCCCC(=O)Nc1ccc(C(=O)O)cc1,-1.9%,3.4%,-9.1%,0.1%,2.7%,2.7,0.5%,-1.7%,-0.2%,16.7%,1.2
Cc1ccc(NC(=O)C2CCCN2C(=O)OCc2ccccc2)c(C)c1 (configuration not stated),4.9%,-3.9%,14.2%,1.7%,-6.4%,-8.6,-3.5%,-0.2%,-3.1%,3.3%,1.9
O=C(Oc1cccc(/C=N/Nc2nc(Nc3ccccc3)nc(N3CCOCC3)n2)c1)c1ccco1,?,?,?,-21.7%,8.6%,-17.7,-2.1%,-0.8%,0.1%,-4.3%,0.6
CCc1nnc(NC(=O)CSc2nnc(CNC(=O)c3ccccc3F)n2C)s1,1.6%,-20.1%,1.6%,2.1%,2.1%,-9.5,0.2%,7.7%,8.1%,12.2%,-13.9
O=C(NNC(=O)c1ccccc1OCc1ccccc1)c1ccccc1O,-9.4%,nt,?,-1.0%,-3.2%,-8.5,3.1%,nt,0.4%,2.9%,0.6
O=C(c1[nH]ncc1-c1cccc(Br)c1)C1CO1 (configuration not stated),-4.1%,nt,5.3%,1.1%,-9.1%,1.5,1.9%,-0.9%,-6.3%,0.6%,-8.9
O=C(CSC1=NS(=O)(=O)c2ccccc2N1)N1CCCCC1,3.9%,nt,4.3%,-0.2%,nt,2.2,0.4%,nt,nt,-3.1%,17.5
COc1ccc(C2CC(c3c(-c4ccccc4)c4cc(Cl)ccc4[nH]c3=O)=NN2S(C)(=O)=O)cc1 (configuration not stated),-0.2%,nt,-6.4%,18.2%,-11.5%,-23.1,-2.0%,-0.1%,-3.4%,15.4%,7.0
Cc1ccc(C)c(S(=O)(=O)N2CCCCC2CCNC(=O)C(=O)NCc2ccco2)c1 (configuration not stated),10.5%,nt,14.1%,-1.1%,nt,-1.2,0.9%,nt,nt,2.4%,8.5
OCc1cn(-c2ccccc2)nc1-c1ccc(-c2nn(-c3ccccc3)cc2CO)cc1,-0.3%,-25.7%,0.4%,-24.3%,-4.9%,-7.7,-2.7%,-0.2%,-3.8%,-3.4%,9.3
O=C1N(CN2CCN(c3cccc(Cl)c3)CC2)c2ccccc2C12OCCCO2,-2.7%,2.1%,-0.2%,0.5%,2.3%,-2.6,5.9%,3.1%,1.6%,-3.6%,9.9
CCn1nc(C)c(NC(=O)CC23CC4CC(CC(C4)C2)C3)c1C,-10.5%,-17.3%,0.1%,-0.9%,?,-16.5,3.4%,4.7%,1.0%,1.6%,7.3
CCSc1ccc2nnc(-c3cccc(F)c3)n2n1,13.8%,-12.9%,-9.9%,-1.8%,11.8%,-12.2,-0.8%,-1.3%,-1.7%,-5.9%,-17.6
Cc1ccc2nc(NCCCN3CCOCC3)c(C=NCCCN3CCOCC3)c(=O)n2c1,7.5%,?,12.3%,112.0%[activator],?,1.5,0.3%,-2.8%,4.4%,17.1%,7.0
COc1ccc(NS(=O)(=O)c2cc(S(C)(=O)=O)ccc2C)cc1,-6.0%,-3.5%,3.5%,-3.7%,nt,12.1,1.7%,-6.0%,2.0%,4.5%,-10.0
COC(=O)c1[nH]c2cccc(OC)c2c1NC(=O)CN(C)CC1OCCO1,-2.9%,18.9%,-2.5%,4.7%,-2.8%,3.4,2.8%,-1.1%,-0.8%,-15.9%,0.7
CCNc1nc(SCC(=O)Nc2ccc(Cl)c(Cl)c2)nc(N2CCOCC2)n1,-9.2%,44.4%[activator],?,-19.9%,-0.5%,-6.7,0.0%,?,-1.6%,2.7%,4.1
CS(=O)(=O)NCc1nnc(SCc2c(F)cccc2Cl)o1,-6.3%,8.3%,12.0%,0.5%,6.1%,-6.1,5.5%,-1.2%,-0.6%,-15.7%,-3.3
COCCCn1c(=O)c2sccc2n(Cc2cc(C(=O)OC)ccc2OC)c1=O,10.1%,-7.3%,?,1.9%,-5.3%,42.9,-1.0%,0.0%[11.5 µM],6.4%,-7.3%,0.5
O=C(Cc1ccccc1)NNC1CC(=O)N(c2ccc(Cl)cc2)C1=O (configuration not stated),-4.7%,2.0%,-1.5%,0.6%,-3.2%,-1.2,-0.2%,15.4%,-1.0%,7.7%,9.3
COCCNC(=O)C1CC(c2ccccc2C(F)(F)F)=NO1 (configuration not stated),-4.6%,nt,6.4%,3.3%,nt,3.8,-1.0%,nt,nt,6.6%,-0.4
COC(=O)[C@]1(Cc2ccccc2)N[C@H](CN(C)C(=O)c2ccc(C(C)(C)C)cc2)[C@@H]2C(=O)N(Cc3ccccc3)C(=O)[C@@H]21,nt,nt,1.9%,-3.0%,nt,0.7,1.4%,nt,nt,1.5%,-5.3
Cc1nc(SCc2cccnc2)[nH]c(=O)c1C,8.8%,7.0%,-15.9%,6.4%,-2.2%,3.8,1.3%,nt,0.4%,2.4%,7.2
O=C(CSc1nc(-c2ccc(F)cc2)cc(C(F)(F)F)n1)NCc1cccs1,1.3%,-0.2%,0.0%,2.0%,-11.0%,-4.7,0.7%,-1.9%,nt,0.6%,-5.0
COc1ccc(C(=O)NC(=S)Nc2ccc(N3CCCC3)cc2)cc1,2.5%,?,-0.2%,1.2%,-3.7%,-16.8,15.0%,-3.8%,-2.7%,0.9%,-0.5
Cc1ccc(SCCCCN2C(=O)NC(C)(C)C2=O)cc1,8.2%,1.7%,2.2%,-0.7%,2.9%,2.6,2.6%,-4.3%,-0.3%,4.7%,-17.8
CCC(C)(C(=O)NC1CCCC1)N(C(=O)CNC(C)=O)c1ccccc1 (configuration not stated),-0.2%,12.0%,-12.9%,0.8%,-0.7%,-1.8,-0.4%,-7.5%,0.8%,-5.7%,3.7
O=C(C1CCN(c2ncnc3c2sc2cccc(F)c23)CC1)N1CCOCC1,0.4%,-11.3%,9.2%,21.9%,-6.7%,10.9,-1.5%,0.7%,1.0%,-1.1%,4.9
CC(=O)N1CC=CC1(CC(C)C)C(=O)NCCc1c[nH]c2ccccc12 (configuration not stated),0.4%,-6.5%&45.9%,-1.5%,-1.4%,3.6%,4.0,-6.9%,4.7%&-2.1%,nt,-1.9%,15.5
CCCn1c(/C=C/c2cc[n+](C)cc2)nc2ccccc21,2.0%,-4.3%,0.1%,291.6%[activator],?,-8.6,3.7%,-0.6%,-1.5%,0.3%,-11.5
O=C(COC(=O)c1ccc2ccccc2c1O)NCC(F)(F)F,5.3%,nt,4.1%,26.0%,6.6%,-4.4,1.3%,1.5%,0.2%,5.8%,8.0
Cc1[nH]n(-c2ccc([N+](=O)[O-])cc2)c(=O)c1C=NCCN1CCN(C(=O)c2ccc(Br)cc2)CC1,-6.0%,?,?,-14.1%,19.1%,-6.8,0.6%,-27.8%,1.0%,18.5%,-107.8*
COc1ccc([N+](=O)[O-])cc1NC(=O)C1CCCNC1=O (configuration not stated),5.6%,-14.0%,0.0%,-3.7%,?,7.6,-2.4%,nt,nt,-8.0%,5.9

# One compound at a time, from the list above:
# Listed for COc1ccc([N+](=O)[O-])cc1NC(=O)C1CCCNC1=O (configuration not stated) = Mito fusion yeast = 5.6%; Menin MLL FP TR = -14.0%; Chronic BCR inh = 0.0%; ASM inhibitor = -3.7%; MBNL1 CUG block = ?; TSHR antagonist = 7.6; USP2a inh = -2.4%; PKM2 activator = nt; GALK inh = nt; Eya2 phos inh = -8.0%; hERG WT inh = 5.9
# Listed for CC(=O)N1CC=CC1(CC(C)C)C(=O)NCCc1c[nH]c2ccccc12 (configuration not stated) = Mito fusion yeast = 0.4%; Menin MLL FP TR = -6.5%&45.9%; Chronic BCR inh = -1.5%; ASM inhibitor = -1.4%; MBNL1 CUG block = 3.6%; TSHR antagonist = 4.0; USP2a inh = -6.9%; PKM2 activator = 4.7%&-2.1%; GALK inh = nt; Eya2 phos inh = -1.9%; hERG WT inh = 15.5

# Screening data as filed in PubChem.

# This is a subset; rates above refer to the full screens.
